Source: PubChem BioAssay
VLA-4 inh: inhibition in a human VLA-4 binding assay. P13612. VLA-4 expressing cells, ligand binding flow cytometry. inhibition, % (about 7 µM as worked out from the volumes in the protocol). hit rate 0.2% among 330,000. AID 2557; in the data active means inhibition above about 50%
Target sequence (P13612 whole entry, looked up): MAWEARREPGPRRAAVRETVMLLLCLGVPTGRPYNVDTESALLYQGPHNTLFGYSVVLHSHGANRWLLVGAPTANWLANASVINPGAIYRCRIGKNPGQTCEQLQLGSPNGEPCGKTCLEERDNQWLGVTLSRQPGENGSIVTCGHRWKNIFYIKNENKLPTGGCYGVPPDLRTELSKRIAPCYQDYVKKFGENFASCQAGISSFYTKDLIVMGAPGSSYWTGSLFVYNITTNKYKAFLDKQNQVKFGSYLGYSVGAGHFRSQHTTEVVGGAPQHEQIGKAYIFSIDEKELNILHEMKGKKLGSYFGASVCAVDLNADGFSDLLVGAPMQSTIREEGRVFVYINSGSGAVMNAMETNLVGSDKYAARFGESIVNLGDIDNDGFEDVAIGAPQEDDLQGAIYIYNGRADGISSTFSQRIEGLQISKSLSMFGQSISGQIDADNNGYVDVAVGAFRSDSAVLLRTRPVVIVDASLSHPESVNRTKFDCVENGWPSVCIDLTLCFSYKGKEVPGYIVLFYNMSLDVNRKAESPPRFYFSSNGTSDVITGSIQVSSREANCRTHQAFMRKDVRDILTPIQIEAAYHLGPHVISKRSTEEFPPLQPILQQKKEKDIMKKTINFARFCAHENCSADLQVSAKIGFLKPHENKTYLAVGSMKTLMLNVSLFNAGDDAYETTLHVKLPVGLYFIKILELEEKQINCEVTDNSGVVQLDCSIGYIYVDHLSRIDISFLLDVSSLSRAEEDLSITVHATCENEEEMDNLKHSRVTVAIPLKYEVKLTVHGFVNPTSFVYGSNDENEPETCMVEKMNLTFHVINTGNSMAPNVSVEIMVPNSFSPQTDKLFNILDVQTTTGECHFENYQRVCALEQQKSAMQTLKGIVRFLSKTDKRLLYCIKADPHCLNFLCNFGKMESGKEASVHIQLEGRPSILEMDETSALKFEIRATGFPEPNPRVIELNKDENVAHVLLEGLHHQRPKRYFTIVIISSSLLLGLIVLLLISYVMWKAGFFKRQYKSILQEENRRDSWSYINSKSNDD
RPL19A-GFP yeast: alters RPL19A-GFP fluorescence in TOR pathway yeast screen. hit rate 0.3% among 330,000. percent response vs DMSO, % at 10 µM. AID 2025. S. cerevisiae RPL19A-GFP strain, flow cytometry, 3 h; stronger effect = lower value;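 active means percent response vs DMSO below 50%; inconclusive means fewer than 70 events counted for the yeast strain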;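 further: median channel GFP fluorescence of the barcoded RPL19A-GFP strain; ratio of sample median GFP to plate DMSO average so 100% = DMSO; lower means less RPL19A-GFP as with rapamycin TOR inhibition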
GRK2 inh: blocks RNA aptamer binding to human GRK2; P25098; bead flow cytometry, FAM-aptamer displacement from GRK2; inhibition of aptamer binding, % at 10 µM; hit rate 0.59% among 330,000; AID 488847;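 active means inhibition of aptamer binding above 40%, roughly 3 SD of noise, on plates passing a quality check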;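 further: median bead fluorescence of bound FAM aptamer so fluorescent compounds give negative values; no value below 0 was filed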
LAP4 TOR yeast: modulators of TOR pathway LAP4-GFP in S. cerevisiae; S. cerevisiae LAP4-GFP multiplex, flow cytometry GFP, 3 h; median GFP as percent of DMSO wells; GFP response vs DMSO, % at 10 µM; AID 2023; hit rate 0.34% among 320,000;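 active means GFP response vs DMSO above a set limit, about the screen mean plus 3 SD, cut at about 150% in these data; inconclusive means under 70 cell events counted for the yeast strain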
CR mimetic SO: yeast age-related superoxide inhibition as caloric restriction mimetic; S. cerevisiae aged cells, superoxide DHE fluorescence; stronger effect = lower value; hit rate 0.18% among 330,000; superoxide response (% of plate mean), % at 10 µM;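 active means superoxide response under a set limit, about three screen SD below normal, cut at about 65% in these data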;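 further: yeast aged for seven days with compound at 30 °C before DHE staining; 100% = average MFI of all compound-treated wells on the plate with controls excluded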
AGP1 TOR yeast: modulators of TOR pathway AGP1-GFP in S. cerevisiae. hit rate 0.02% among 320,000. GFP response vs DMSO, % at 10 µM. S. cerevisiae AGP1-GFP multiplex flow cytometry, 3 h; GFP as percent of DMSO wells;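 active means GFP response relative to DMSO above a set limit, near screen average plus 3 SD, cut at about 150% in these data; inconclusive means fewer than 70 cells counted for the yeast strain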;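 further: median GFP channel fluorescence of the gated AGP1 strain per well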
MEP2 TOR yeast: yeast TOR pathway MEP2-GFP modulation. GFP response vs DMSO, % at 10 µM. hit rate 0.51% among 330,000. S. cerevisiae MEP2-GFP strain, flow cytometry GFP, 3 h; 100% = DMSO control level. AID 2016;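 active means GFP response versus DMSO above a set limit, roughly screen mean plus 3 SD, cut at about 180% in these data; inconclusive means fewer than 70 cells counted for a yeast strain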;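 further: median GFP fluorescence of the barcode-gated MEP2-GFP cells per well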
CIT2 TOR yeast: yeast TOR pathway CIT2-GFP modulation; S. cerevisiae CIT2-GFP strain, flow cytometry, 3 h; 100 means same as DMSO wells; GFP response vs DMSO, % at 10 µM; hit rate 0.065% among 320,000;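 active means GFP response relative to DMSO above a set limit, near the screen mean plus 3 SD, cut at about 150% in these data; inconclusive means Fewer than 70 cells measured for a yeast strain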;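 further: ratio of well median GFP fluorescence to mean of DMSO wells on the plate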
* = called active by the depositor; ? = inconclusive; . = no result given; [ ] = remark or other dose.

Below each SMILES: AGP1 TOR yeast | CR mimetic SO | MEP2 TOR yeast | GRK2 inh | LAP4 TOR yeast | VLA-4 inh | CIT2 TOR yeast | RPL19A-GFP yeast
CC1(C)CC(=O)C2=C(C1)N(c1ccc(F)cc1)C(=O)CC2c1ccccc1 (stereo not drawn)
→ 90.9 | 98.6 | 96.5 | 1.0 | 95.7 | 29.0 | 95.9 | 93.6
CCOc1ccccc1NC(=O)c1ccc2ccccc2c1
→ 92.3 | 97.2 | 110.9 | 0.0 | 97.8 | 1.3 | 100.8 | 103.5
COc1ccccc1C1NC(=O)NC(C)=C1C(=O)Nc1cccc(C)c1C (stereo not drawn)
→ 103.4 | 97.7 | 104.5 | 0.0 | 104.4 | 24.1 | 98.7 | 100.0
O=C(CCCCCN1C(=O)c2cccc3cccc(c23)C1=O)NCCCO
→ 95.5 | 103.8 | 107.4 | 0.0 | 96.1 | 6.9 | 102.5 | 102.8
CCCCNC(=O)C(=O)Nc1cc2c3c(c1)CCC(=O)N3CCC2
→ 99.4 | 131.9 | 104.8 | 2.0 | 100.5 | 36.8 | 102.7 | 101.5
CCN1C(=O)CSc2ccc(C(=O)NCc3ccccc3OC)cc21
→ 105.7 | 89.0 | 112.6 | 0.0 | 104.1 | 3.1 | 109.0 | 99.8
C=CCn1c(SCC(=O)Nc2cccnc2Cl)nnc1-c1ccc(C(C)(C)C)cc1
→ 97.2 | 109.3 | 99.6 | 0.0 | 98.4 | 5.6 | 96.1 | 101.2
O=C(Cc1ccc(Cl)cc1)NCC(=O)N1CCCCCC1
→ 110.4 | 107.8 | 109.4 | 0.0 | 99.4 | -32.6 | 115.7 | 111.8
Cc1cccc(Nc2c3c(nc4ncnn24)CCC3)c1
→ 106.2 | 95.9 | 105.4 | 0.0 | 101.9 | 8.9 | 102.1 | 100.3
Cc1nn(CC(=O)NCCN2CCOCC2)c(=O)c2ccccc12
→ 99.8 | 104.5 | 101.6 | 1.0 | 91.8 | 11.8 | 87.2 | 100.9
CCOC(=O)N1CCC(NC(=O)c2cc(C(=O)NC3CCCC3)ccc2CO)CC1
→ 106.0 | 119.8 | 101.0 | 2.0 | 96.8 | -10.7 | 118.7 | 104.0
COc1ccc(-c2c(C)nn3c(N4CCOCC4)cc(C)nc23)cc1OC
→ 97.3 | 96.5 | 109.4 | 1.0 | 95.8 | -3.5 | 98.8 | 107.3
Cc1nnn(C23CC4CC(CC(C(=O)NN)(C4)C2)C3)n1
→ 95.6 | 96.2 | 95.8 | 0.0 | 85.2 | -0.6 | 100.0 | 99.4
COc1ccccc1NC(=O)C/C(N)=N/O
→ 100.8 | 110.3 | 103.7 | 0.0 | 99.0 | -3.6 | 99.5 | 101.1
COc1ccc(C(C)C)cc1S(=O)(=O)Nc1ccc(Cl)cn1
→ 107.6 | 96.6 | 102.0 | 1.0 | 80.4 | -24.5 | 92.8 | 97.2
O=c1c2ccccc2nnn1CSc1nnc(C2COc3ccccc3O2)n1-c1ccccc1 (stereo not drawn)
→ 103.6 | 111.4 | 105.9 | 0.0 | 101.0 | 10.9 | 103.2 | 101.9
CC(=O)Nc1c(NCC(C)C)c2ccccc2oc1=O
→ 106.8 | 90.6 | 108.4 | 0.0 | 100.2 | -2.2 | 99.6 | 100.6
OCC[C@@H]1C[C@@H](O)[C@H](O)[C@]2(OCc3ccccc32)O1
→ 103.4 | 98.5 | 104.1 | 2.0 | 89.4 | -8.4 | 93.7 | 98.8
COc1ccc(C2CC(c3ccccc3OC(C)=O)=NN2C(=O)/C=C/c2ccccc2)cc1 (stereo not drawn)
→ 95.5 | 99.5 | 96.9 | 2.0 | 90.8 | -8.7 | 95.9 | 97.0
COc1ccccc1OC(=O)Nc1ccc(Cl)cc1
→ 103.1 | 84.4 | 100.7 | 0.0 | 108.4 | 6.8 | 96.2 | 101.0
COCCn1c(SCC(=O)Nc2cccc(S(N)(=O)=O)c2)nc2ccccc21
→ 91.4 | 105.6 | 92.8 | 1.0 | 97.8 | 15.8 | 96.4 | 90.0
Cc1ccccc1OCCNc1ccc(C(F)(F)F)cc1[N+](=O)[O-]
→ 87.5 | 96.2 | 88.3 | 2.0 | 77.6 | -8.5 | 85.3 | 87.0
CCCCNC(=O)C1CCN(S(=O)(=O)c2ccc3c(c2)CC(C)N3C(=O)C2CC2)CC1 (stereo not drawn)
→ 99.1 | 93.4 | 90.9 | 0.0 | 92.1 | 10.1 | 95.0 | 95.0
O=C(NC(=S)Nc1ccccc1C(=O)O)c1ccc2ccccc2c1
→ 91.7 | 86.1 | 97.0 | 0.0 | 121.5 | -1.6 | 93.8 | 91.5
c1ccc2nc3[nH]cnc3nc2c1
→ 111.6 | 77.0 | 107.6 | 2.0 | 98.0 | 0.4 | 106.5 | 102.8
CCOC(=O)N1CCN(C(=O)COC(=O)CSc2cc(C)c(Br)cc2C)CC1
→ 103.8 | 93.3 | 102.7 | 1.0 | 103.1 | -1.9 | 100.4 | 99.8
COc1ccc(Cl)cc1NC(=O)CSc1sc2c(O)cc(=O)[nH]c2c1C#N
→ 104.8 | 97.8 | 103.2 | 2.0 | 100.6 | 8.6 | 101.3 | 102.3
Cc1ccccc1Cn1nc(C)c(NC(=O)/C=C/c2cnn(C)c2C)c1C
→ 102.5 | 90.6 | 101.1 | 0.0 | 103.8 | 20.6 | 113.3 | 107.5
CCCCC(=O)Nc1nn(C)c2nc3c(C)cccc3cc12
→ ? | 101.5 | 358.7*[may fluoresce violet] | 0.0 | 96.6[may fluoresce violet] | 0.0 | ? | 41.6*[may fluoresce violet]
CC(C)(C)c1[nH]nc2c1C(c1cccnc1)C(C#N)=C(N)O2 (stereo not drawn)
→ 101.3 | 91.4 | 101.0 | 0.0 | 97.7 | 24.1 | 101.7 | 99.6
COc1ccc(OCc2cccc(C(=O)Nn3cc([N+](=O)[O-])cn3)c2)cc1
→ 91.8 | 119.2 | 93.8 | 1.0 | 97.8 | 4.9 | 93.5 | 92.2
C(=N\c1nccs1)/c1c[nH]c2ccccc12
→ 99.2 | 90.1 | 105.9 | 3.0 | 95.0 | -1.4 | 100.8 | .
Cc1cc(Cl)ccc1C(=O)C1CCCN(C(=O)c2cnsn2)C1 (stereo not drawn)
→ 100.4 | 119.8 | 106.8 | 0.0 | 102.8 | -4.2 | 103.3 | 104.8
CCOc1ccc(N2C(=O)/C(=C\c3ccc(O)c(OC)c3)S(=O)(=O)C2c2cccc([N+](=O)[O-])c2)cc1 (stereo not drawn)
→ 102.3 | 86.8 | 106.5 | 0.0 | 81.2 | -14.9 | 109.8 | 104.1
CC(=O)Nc1cc(C(N)=O)c(Cl)cc1Cl
→ 90.1 | 99.2 | 98.1 | 0.0 | 101.4 | -3.0 | . | 97.5
COC(=O)C1=C(C(=O)OC)[C@@H]2N(C)c3ccc(OC)cc3[C@@]23C[C@@H](C(=O)OC)N(C(=O)NCCBr)C3=N1
→ 92.2 | 99.1 | 91.7 | 1.0 | 134.9 | -1.2 | 119.5 | 98.7
COC(=O)C1C(=O)c2c([nH]c(C(=O)OC3CCCC3C)c2C)CC1C (stereo not drawn)
→ 100.9 | 108.5 | 109.2 | 1.0 | 99.4 | 9.3 | 101.1 | 99.5
CNC(=O)Nc1ccccc1C(=O)Nc1ccccc1
→ 103.4 | 100.8 | 99.2 | 1.0 | 105.5 | 5.8 | 104.6 | 96.9
Cc1ccc(S(=O)(=O)CC(=O)Nc2ncc([N+](=O)[O-])s2)cc1
→ 95.6 | 123.6 | 108.9 | 0.0 | 91.9 | -1.9 | 104.1 | 102.5
O=[N+]([O-])c1cccc(-c2cc3ccccc3[nH]2)c1
→ 101.3 | 96.8 | 98.0 | 0.0 | 81.7 | 5.6 | 111.3 | 103.2
CC(=O)N1c2ccc(F)c(F)c2C[C@H]1C
→ 99.4 | 148.2 | 91.1 | 0.0 | 98.3 | -2.8 | 99.2 | 93.5
COc1ccccc1-n1c(-c2ccc(Cl)cc2)c[nH]c1=S
→ 97.4 | 104.3 | 92.6 | 0.0 | 98.8 | 6.1 | 99.7 | 94.5
CC(=O)Nc1ccc(NC(=O)C(Cc2ccccc2)NC(=O)C2CCC(C)CC2)cc1 (stereo not drawn)
→ 101.9 | 91.6 | 101.4 | 3.0 | 95.6 | 5.1 | 106.8 | 101.8
O=C(Nc1ccccc1)C1=C[C@@H](C2CC2)C[C@@H](OCc2ccc(CO)cc2)O1
→ 98.9 | 102.3 | 108.5 | 2.0 | 95.2 | -9.7 | 94.4 | 102.9
C/C(=N\NC(=O)c1csc2ccccc12)c1ccc(O)cc1
→ 105.5 | 105.6 | 106.6 | 0.0 | 113.3 | 2.6 | 106.0 | 97.6
Cc1cc(C(=O)N/N=C/c2cccc([N+](=O)[O-])c2)c(C)o1
→ 109.8 | 98.4 | 107.4 | 0.0 | 104.6 | 29.0 | 106.7 | 103.4
COc1ccc(N(C(=O)c2snc(C(N)=O)c2N)C(C(=O)NC2CCCC2)c2ccc(OC)c(OC)c2)cc1 (stereo not drawn)
→ 106.3 | 98.9 | 98.9 | 3.0 | 97.3 | 12.3 | 107.7 | 104.0
O=S(=O)(NCC1CCCO1)c1ccc(NS(=O)(=O)c2ccc(F)cc2)cc1 (stereo not drawn)
→ 100.4 | 108.8 | 100.2 | 6.0 | 93.2 | 2.1 | 113.0 | 104.6
COc1cc2c(cc1OC)CN(C(=S)Nc1ccc(OC(F)F)cc1)CC2
→ 96.8 | 84.3 | 97.4 | 0.0 | 91.7 | -13.2 | 105.0 | 99.1
O=C(O)C1CCCCC1C(=O)Nc1cc(Cl)ccc1Cl (stereo not drawn)
→ 96.5 | 99.8 | 101.5 | 6.0 | 105.9 | 5.9 | 90.3 | 97.7
O=C(c1ccc(C(F)(F)F)cc1)C1CCCN(C(=O)CCN2CCCO2)C1 (stereo not drawn)
→ 105.4 | 126.7 | 106.3 | 1.0 | 96.4 | 1.3 | 103.4 | 105.2
CCOC(=O)c1cn(Cc2ccc(C)cc2)nn1
→ 95.2 | 108.5 | 114.6 | 0.0 | 102.4 | 11.2 | 91.8 | 101.8
CCO[C@@H]1OC(C(=O)NC2CC2)=C[C@H](C2CC2)[C@H]1CCCO
→ 93.8 | 99.8 | 101.0 | 0.0 | 101.6 | -7.4 | 85.9 | 107.0
COc1ccc(/C=N/NC(=S)Nc2ccccc2)cc1COc1cccc(C)c1C
→ 106.0 | 104.5 | 97.9 | 3.0 | 102.6 | 10.1 | 97.8 | 99.3
Cc1c(C2Nc3ccccc3C(=O)N2O)cnn1C (stereo not drawn)
→ 108.2 | 90.9 | 102.0 | 0.0 | 95.8 | 0.8 | 115.0 | 100.4
Cc1cc(NC(=O)c2c(-c3c(Cl)cccc3Cl)noc2C)n(C)n1
→ 112.1 | 98.0 | 96.8 | 0.0 | 102.7 | 33.6 | 101.0 | 102.2
O=C(CSc1ccc(-c2ccccc2)nn1)N1CCCCC1
→ 109.2 | 105.8 | 97.3 | 2.0 | 105.8 | 0.0 | 100.6 | 91.1
